# L3MBTL1 block: qHTS Assay for the Inhibitors of L3MBTL1 | Lethal(3)malignant brain tumor-like protein 1 (Homo sapiens), Q9Y468 | AlphaScreen L3MBTL1–H3K9me1 peptide binding | Potency, µM (top dose mostly 57.1 µM), for the others: at the top dose activity, negative = inhibition, actives largely listed as inhibitors | 0.66% of 230,000 active; note: % is set by controls: 0 for no effect and ±100 for the full control effect; nearly all actives have a fitted effect of over 60% in size
#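 L3MBTL1 50 nM + b-AHA-H3(1-15)K9me1 75 nM, 30 min RT; compound added, 30 min RT; streptavidin donor/Ni-chelate acceptor beads 10 ug/mL each final, 30 min RT dark; AlphaScreen read.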
# KDM4E inh: qHTS Assay for Inhibitors of Human Jumonji Domain Containing 2E (JMJD2E) | Lysine-specific demethylase 4E (Homo sapiens), B2RXH2 | JMJD2E catalytic domain, FDH-coupled NADH fluorescence (FDH is formaldehyde dehydrogenase) | Potency, µM (series often up to 57.1 µM), inactives show top-dose activity change, negative = inhibition, hits mostly inhibitors | 1.6% of 230,000 active | AID 2147, 2009; active = well fitted inhibition curve with a large enough effect, not every such curve was filed as active; inconclusive = small, poorly fitted or top-dose-only effect, or another doubt; inactive = no such curve, though single readings can be large or run the other way;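 note: 0% = wells with enzyme and -100% = buffer wells without enzyme; nearly all actives have a fitted effect of over 50% in size; many of its hits are not listed in these tables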
# ALDH1A1 inh: qHTS Assay for Inhibitors of Aldehyde Dehydrogenase 1 (ALDH1A1); Aldehyde dehydrogenase 1A1 (Homo sapiens), P00352; Purified ALDH1A1, NADH fluorescence, propionaldehyde substrate; Potency, µM (top dose mostly 75.3 µM), for inactives: at the top dose activity, negative = inhibition, most hits filed as inhibitors; 7.3% of 220,000 active; active = well fitted inhibition curve with a large enough effect, not every such curve was filed as active; inconclusive = small, poorly fitted or top-dose-only effect, or another doubt; inactive = no such curve, though single readings can be large or run the other way;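 note: plate controls were no enzyme wells and a reference inhibitor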
# Tau fibril ThT: qHTS for Inhibitors of Tau Fibril Formation, Thioflavin T Binding; Microtubule-associated protein tau (Homo sapiens), P10636; recombinant tau K18 P301L (four-repeat tau fragment), heparin-induced fibrillization, ThT fluorescence; Potency, µM (series often up to 57.4 µM), without a hit: top-dose activity, negative = inhibition, usual class: inhibitors; 2.1% of 270,000 active; note: % is set by controls: 0 for no effect and ±100 for the full control effect; nearly all actives have a fitted effect of over 55% in size
# Target sequence (P10636 561-689 P618L limits assumed): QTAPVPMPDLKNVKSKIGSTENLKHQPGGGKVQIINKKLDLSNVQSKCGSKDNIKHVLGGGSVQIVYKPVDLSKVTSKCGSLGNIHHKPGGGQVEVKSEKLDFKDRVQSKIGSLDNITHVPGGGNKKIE
#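 Recombinant human tau K18 fragment […] carrying P301L, 15 uM unlabeled plus 0.24 uM Alexa 594-labeled, was fibrillized with 20 uM heparin in 100 mM sodium acetate pH 7 for 6 hr at 37 C; 30 uM ThT fluorescence read after 1 hr.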
# RECQ1 helicase: qHTS Assay for Inhibitors of RecQ-Like Dna Helicase 1 (RECQ1). ATP-dependent DNA helicase Q1 (Homo sapiens), P46063. Potency, µM (series often up to 57.3 µM), for inactives: top-dose activity, negative = inhibition, actives largely listed as inhibitors. 0.54% of 240,000 active. AID 2549, 2010. RECQ1 DNA unwinding, red fluorescence kinetic read;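 note: plate controls were vehicle for no effect and no enzyme for full effect; nearly all actives have a fitted effect of over 30% in size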
# Target sequence (P46063 whole entry, looked up): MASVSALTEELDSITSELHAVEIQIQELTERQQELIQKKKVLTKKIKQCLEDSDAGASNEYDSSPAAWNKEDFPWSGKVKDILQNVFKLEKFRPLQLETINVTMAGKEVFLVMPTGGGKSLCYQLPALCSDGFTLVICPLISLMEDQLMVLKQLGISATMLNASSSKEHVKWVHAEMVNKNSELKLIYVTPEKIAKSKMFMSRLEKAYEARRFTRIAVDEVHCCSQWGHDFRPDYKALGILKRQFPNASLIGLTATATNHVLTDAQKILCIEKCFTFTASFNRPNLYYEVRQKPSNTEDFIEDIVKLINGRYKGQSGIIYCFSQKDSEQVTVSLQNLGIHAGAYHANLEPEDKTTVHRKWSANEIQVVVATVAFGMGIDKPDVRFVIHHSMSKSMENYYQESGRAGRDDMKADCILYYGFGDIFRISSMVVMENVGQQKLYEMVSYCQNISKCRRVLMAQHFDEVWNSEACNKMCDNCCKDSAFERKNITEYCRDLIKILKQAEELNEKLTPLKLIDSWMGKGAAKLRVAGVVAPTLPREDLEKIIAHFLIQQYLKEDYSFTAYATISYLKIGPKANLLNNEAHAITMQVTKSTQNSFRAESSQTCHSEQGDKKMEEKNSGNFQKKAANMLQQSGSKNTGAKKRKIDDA
#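 RECQ1T1 50 nM; forked duplex (20 bp + 30-nt ss tails) 200 nM, ATP 2 mM final; pH 8.0, 2 mM MgCl2, 2.5 ug/ml poly(dI-dC); 15 min compound preincubation; discontinuous kinetic read over 2 h at RT.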
# SMN2 splice up: qHTS Assay for Enhancers of SMN2 Splice Variant Expression. 2.8% of 210,000 active. HEK293 SMN2-luciferase splicing reporter, luminescence, 30-36 h. Potency, µM (series often up to 46.1 µM), for the others: top-dose activity change, positive = activation, most hits filed as activators; note: % of control where 0% means no effect; nearly all actives have a fitted effect of over 55% in size
#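 qHTS luciferase splicing reporter: luminescence rises when SMN2 exon 7 is included in transfected HEK293 cells. Compound exposure lasted 30-36 h at 37C, with 4.5 mM final sodium butyrate as control, followed by a ONE-Glo read.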
# KinaseGlo FLuc: Counterscreen for Luciferase (Kinase-Glo TM) Inhibition | Luciferin 4-monooxygenase (Photuris pensylvanica), Q27757 | Kinase-Glo luciferase, ATP luminescence, 8 min | Potency, µM (highest dose often 38.3 µM), for the others: at the highest dose activity change, negative = inhibition, hits mostly inhibitors | 0.28% of 200,000 active; note: % is set by controls: 0 for no effect and ±100 for the full control effect; nearly all actives have a fitted effect of over 60% in size
#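 Substrate mix (final 50 mM imidazole pH 7.2, 50 mM KCl, 7 mM MgCl2, 10 uM ATP, 0.01% Tween 20, 0.05% BSA) plus pin-tool compound, then Kinase-Glo detection mix; 8 min ambient, luminescence read.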
# LMNA splice mod: qHTS Assay for Modulators of Lamin A Splicing. HeLa LMNA splicing GFP/RFP minigene ratio, 48 h. AID 1487, 2009. Potency, µM (highest dose often 46.1 µM), without a hit: at the highest dose ratio change, negative = inhibition, actives largely listed as inhibitors. 0.01% of 200,000 active; active = well fitted inhibition curve with a large enough effect in the signal ratio, with a control signal flat, not every such curve was filed as active; inconclusive = small, poorly fitted or top-dose-only effect, or effect the other way, or a change in a side signal; the % refers to the signal ratio; note: % is set by controls: 0 for no effect and ±100 for the full control effect
#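 S3 HeLa stable clones carrying a lamin A-EGFP splicing minigene plus DsRed2 were seeded at 600 cells/well in Opti-MEM with 2% FBS, pin-dosed and incubated 48 h at 37°C. Acumen cytometry (488 nm) gave the GFP/RFP total-intensity ratio.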
# * marks the source's active call; other numbers are inactive results; i = inactive; ? = inconclusive; / = not tested or not shown; & = joins results of further samples; [ ] = dose if it differs, or a comment. Unless noted, calls come from the whole dose curve; as a rule, active = well fitted curve in the direction sought with a large enough effect; inconclusive = small, poorly fitted or top-dose-only effect, or another doubt; inactive = no such curve, though single readings can be large; an effect the other way counts as inactive or inconclusive. Potency is the fitted concentration of half-maximal effect. Some of the compounds tested (hit frequency here may not be typical).
SMILES,SMN2 splice up,RECQ1 helicase,ALDH1A1 inh,LMNA splice mod,Tau fibril ThT,KinaseGlo FLuc,L3MBTL1 block,KDM4E inh
Cc1ccc(C)c(NC(=O)C2CC(Cl)=CCC2C(=O)O)c1 (configuration not stated),-4.9%,3.0%,2.7%,-6.6%,0.9%,2.2%,-5.2%[11.4 µM],2.7%
Cc1cc(NC(=O)CSc2nnc(-c3ccc(O)cc3)o2)no1,/,-2.8%,/,/,-16.5%,/,-11.1%,-7.6%
O=C(N/N=C/c1cccc([N+](=O)[O-])c1)c1cc2ccccc2o1,13.4%,-0.4%,8.4%,-2.5%,?,3.0%,-1.3%,-1.5%
COc1ccc(Cl)cc1NC(=O)c1cccc(NC(=O)CCC(=O)O)c1,-4.6%,-0.3%,2.6%,-2.6%,-5.6%,-3.4%,5.5%,0.7%
O=C(CN1CCC(n2cnc3cc(F)ccc32)CC1)Nc1ccccc1Br,-17.2%,-6.8%,?,-21.7%[46 µM],-17.8%,-1.5%,-1.0%,4.0%
COC(=O)Cn1c(=NC(=O)CSC(C)=O)sc2ccccc21,-11.9%,-2.0%,-2.5%,-8.1%,-12.4%,1.4%,-4.8%,-2.7%
C/C1=C2N=C(/C=C3N=C(/C(C)=C4\[N-]C(C)(C5N=C1C(C)(CCC(=O)NCC(C)OP(=O)([O-])O[C@H]1C(O)C(n6cnc7cc(C)c(C)cc76)O[C@@H]1CO)C5CC(N)=O)C(C)(CC(N)=O)C4CCC(N)=O)C(C)(CC(N)=O)C\3CCC(N)=O)C(C)(C)C/2CCC(N)=O.[CH2-]C1OC(n2cnc3c(N)ncnc32)C(O)C1O.[Co] (some centres not stated),-40.5%[inhibitor],i,-6.7%,?,10µM*,-21.9%,/,14.1µM*
COc1cc(-c2cc(C(=O)Nc3ccc(O)cc3)c3ccccc3n2)cc(OC)c1OC,/,-6.6%,/,/,?,/,-22.5%,3.6%
CCn1c(=O)n(CC(=O)N2CC(C)CC(C)C2)c(=O)c2ccccc21 (configuration not stated),-7.2%,?,1.0%,7.0%,-0.1%,0.0%,1.9%,?
Cc1cc(C(=O)OCC(=O)N2CCOCC2)c2ccccc2n1,-4.9%,-13.3%,4.7%,-5.0%,-4.5%,-5.4%,-2.1%,?
N#CC1=C2SCC(O)(c3ccccc3)N2C(=O)CC1c1cccs1 (configuration not stated),/,-25.2%,0.0355µM*,?,2.5%,/,-21.6%,8.6%
CC(=O)c1cnc2cc(-c3ccc(C)cc3)nn2c1C,11.2µM*,i,?,-3.3%,-8.7%,0.4%,16.7%,?
Nc1nc(N2CCN(Cc3ccccc3)CC2)n[nH]1,-0.2%,i,8.8%,/,1.6%,2.4%,11.1%,-0.9%
CCCCCCCC1=Cc2ccc(F)cc2C(C(C(=O)OC)C(=O)OC)N1C(=O)OC (configuration not stated),9.7%,?,-6.8%,?,-1.7%,0.4%,/,0.0%
COC(=O)COC(=O)c1ccc(O)cc1,-2.8%,i,13.2%,-4.0%,0.7%,0.5%,2.7%,8.3%
Cc1ccc(NC(=O)C2CC(=O)OC23CCOC(C)(C)C3)cc1 (configuration not stated),-16.4%,i,9.7%,11.2%,-8.8%,-6.8%,/,6.3%
CCCCn1c(NCc2ccccn2)nc2ccccc21,1.4%,1.7%,?,10.1%,-13.3%,1.0%,-13.1%,?
CC(=O)/C(=N/Nc1ccc(Br)cc1)Sc1cccc2cccnc12,-23.9%,-2.3%,2.8%,-9.8%,2.0%,-1.6%,0.2%,-3.7%
O=C(COc1cnc2ccccc2n1)NCCC1=CCCCC1,-5.4%,3.3%,11.2µM*,8.2%,-4.4%,-2.9%,1.1%,41.5%
CCOC(=O)NNc1ccc2nonc2c1[N+](=O)[O-],/,?,17.8µM*,/,12.6µM*,/,31.6µM*,6.31µM*
Cc1cc(C)c2[nH]c(=O)c(C(c3nnnn3C(C)(C)C)N3CCN(C(=O)c4ccco4)CC3)cc2c1 (configuration not stated),-7.5%,3.9%,?,8.4%,-11.2%,2.3%,5.3%,-3.1%
O=C(NCc1ccc2c(c1)OCO2)c1ccc(CN2CCOCC2)cc1,-11.4%,5.0%,4.2%,7.7%,-7.1%,-1.4%,4.2%,3.9%
NC(=S)Nc1ccc(F)cc1F,/,-4.8%,/,/,-12.6%,/,-1.9%,-1.4%
COc1cccc(C(=O)Cn2c(=O)n(CCC(=O)NCC3CCCO3)c(=O)c3cc(OC)c(OC)cc32)c1 (configuration not stated),-6.5%,-8.6%,-4.8%,/,2.3%,-1.0%,/,0.5%

# An excerpt from above in order of their number in Tau fibril ThT, falling:
mol | SMN2 splice up | RECQ1 helicase | ALDH1A1 inh | Tau fibril ThT | KDM4E inh
COc1cccc(C(=O)Cn2c(=O)n(CCC(=O)NCC3CCCO3)c(=O)c3cc(OC)c(OC)cc32)c1 (configuration not stated) | -6.5% | -8.6% | -4.8% | 2.3% | 0.5%
CC(=O)/C(=N/Nc1ccc(Br)cc1)Sc1cccc2cccnc12 | -23.9% | -2.3% | 2.8% | 2.0% | -3.7%
Cc1cc(C)c2[nH]c(=O)c(C(c3nnnn3C(C)(C)C)N3CCN(C(=O)c4ccco4)CC3)cc2c1 (configuration not stated) | -7.5% | 3.9% | ? | -11.2% | -3.1%

# The results go on.
SMILES,SMN2 splice up,RECQ1 helicase,ALDH1A1 inh,LMNA splice mod,Tau fibril ThT,KinaseGlo FLuc,L3MBTL1 block,KDM4E inh
CC(C)c1ccc(NC(=S)NN2CCN(C)CC2)cc1,-5.4%,-4.4%,12.9%,6.5%[46 µM],-2.6%,2.7%,2.2%[11.4 µM],3.4%
COCCn1c(C)cc(C(=O)COC(=O)c2ccc[nH]c2=O)c1C,-8.9%,-3.3%,13.2%,-3.5%,-1.1%,-26.3%,-4.9%,6.3%
Cc1cc(-c2ccc(C(=O)O)s2)cnc1N,12.6µM*,-0.8%,?,9.1%[46 µM],-1.6%,-2.7%,/,?
CN(C)Cc1ccccc1-c1ccc2ncnc(N3CCOCC3)c2c1,-0.4%,-13.6%,-3.4%,8.1%,-6.3%,-2.4%,/,-1.0%
CCOC(=O)c1cnn2c(C(F)(F)F)cc(-c3ccco3)nc12,-27.4%,i,?,-1.4%,?,1.4%,5.8%,?
COc1ccc(CC(=O)NCC(c2ccc(OC)cc2)N(C)C)cc1 (configuration not stated),4.9%,-15.7%,?,3.7%[46 µM],-8.9%,-5.7%,1.7%,-5.8%
C[C@H](CCC(=O)NCC(=O)O)C1CC[C@H]2C3CC[C@@H]4C[C@H](O)CC[C@]4(C)C3C[C@H](O)[C@]12C (some centres not stated),2.9%,i,4.4%,/,-3.2%,/,/,/
O=C(c1ccc(CS(=O)(=O)c2ccccc2)o1)N1CCN(c2ncccn2)CC1,7.1%,-17.4%,-9.1%,-2.0%,5.1%,-0.3%,4.8%,-11.2%
C=CCc1ccc(OCCOCCNCCOC)c(OC)c1,-8.6%,i,7.1%,2.2%,-17.6%,0.3%,?,13.8%
CCS(=O)(=O)c1ccc2oc(Nc3ccc(C(C)C)cc3)nc2c1,-17.7%,-12.3%,3.98µM*,-3.1%,39.8µM*,-2.2%,/,?
CSc1nnc(-c2ccc(C(F)(F)F)cn2)o1,/,-8.5%,-8.9%,/,-4.3%,/,3.8%,?
CC(C)(C)C(=O)NC1(C(F)(F)F)NC(=O)N(c2ccc(F)cc2)C1=O (configuration not stated),17.5%&5.6%,i,6.0%,6.8%[46 µM],-0.6%&-2.9%,2.5%,-3.9%,6.1%
Cc1cc2c(c(=O)o1)C(c1ccc([N+](=O)[O-])o1)C(C#N)=C(N)O2 (configuration not stated),/,22.4µM*,/,/,14.1µM*,/,31.6µM*,?
CC1CC(C)CN(C(=O)c2cn(C)c3ccc(S(=O)(=O)N(C)C)cc3c2=O)C1 (configuration not stated),-29.8%,-14.8%,-3.6%,3.8%,-9.3%,-0.2%,7.8%,5.9%
Brc1ccc(Cn2c(-c3cncs3)nc3ccccc32)cc1,?,-0.1%,7.1%,-19.1%,-15.5%,-0.5%,-6.1%,-9.2%
COc1ccc(OCC2CCCN(Cc3nc(CC4CC4)no3)C2)cc1 (configuration not stated),/,-12.4%,4.0%,6.6%[46 µM],-12.8%,-7.4%,-0.2%,5.5%
COC(=O)c1ccc(C2/C(=C(/O)c3ccc(OC(C)C)cc3)C(=O)C(=O)N2c2cc(C)on2)cc1 (configuration not stated),3.4%,i,1.4%,?,-13.4%,-2.0%,-7.3%,-2.5%
COc1ccc2cc(C(=O)NCc3ccco3)c(=Nc3ccc(C(=O)O)cc3)oc2c1,-33.9%[inhibitor],-12.8%,?,-3.5%,?,4.7%,1.5%,?
COc1ccc(C2/C(=C(/O)c3ccc4c(c3)CC(C)O4)C(=O)C(=O)N2CCN2CCOCC2)cc1 (configuration not stated),?,-6.7%,-8.2%,8.2%,-10.1%,-2.1%,-1.6%,-0.8%
Cc1cccc(OCCC(=O)NCC(c2ccco2)N2CCCCC2)c1 (configuration not stated),-6.9%,-10.2%,7.7%,-3.9%,-10.7%,4.0%,/,13.5%

# Compound activity: PubChem BioAssay, National Center for Advancing Translational Sciences (NCATS)
